Rpn11 inh: Rpn11 (human) deubiquitinase inhibition. human 26S proteasome, Ub4-pepOG fluorescence polarization; 20S core pre-blocked with epoxomicin. calls only at 20 µM. 360,000 compounds, 0.59% hits. AID 588493;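 active means inhibition at 20 µM, scaled to each plate's controls, above about 33%, limit read from the data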
Scp1 inh: Scp-1 (human) phosphatase inhibition; Q9GZU7; Recombinant Scp1, phosphopeptide, malachite green phosphate absorbance; AID 493091; inhibition, % at 20 µM; 340,000 compounds, 0.88% hits;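 active means inhibition above about 50% at 20 µM, limit read from the data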;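 further: plate controls were DMSO wells with enzyme for no effect and wells lacking enzyme for full effect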
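Times: enzyme reaction 45 min at room temperature, colour 5 min, stabilisation 30 min. Material: SCP-1 catalytic fragment, aa 76-261. Medium: Acidic Tris acetate buffer with magnesium and detergent. Signal: colorimetric free-phosphate detection, absorbance 630 nm. Read-out basis: % inhibition of SCP-1 phosphate liberation. Reagent: Phosphorylated 17-residue peptide substrate.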
NadD inh: blocks S. aureus nicotinate mononucleotide adenylyltransferase; purified NadD enzyme, colorimetric absorbance read-out; inhibition, % at 20 µM; 360,000 compounds, 0.78% hits; AID 602399; in the data active means inhibition above about 26%; further: some compounds past the cut are filed as inactive
SUMO1-SIM PPI: SUMO1-SIM interaction modulation. P63165. SUMO1 binding to a labelled peptide, TR-FRET, 1 h. inhibition, % at 20 µM. 360,000 compounds, 0.33% hits; in the data active means inhibition above about 37%
STEP block: STEP (human) phosphatase inhibition; P54829; recombinant STEP, OMFP fluorogenic substrate, fluorescence; inhibition, % at 20 µM; 360,000 compounds, 0.25% hits;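 active means inhibition at 20 µM, scaled per plate between control wells, above about 37%, limit read from the data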;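 further: 0% = DMSO with enzyme and substrate and 100% = substrate only without enzyme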
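Assay system: isolated STEP enzyme. Buffer or medium: pH 6.0 Bis-Tris with DTT and Tween 20. Also added: fluorogenic phosphatase substrate OMFP at 25 µM final. Dosing: 20 µM, 1% DMSO. Timing: 20 min reaction, room temperature, in the dark. Measured by: fluorescence intensity, excitation 480 nm, emission 540 nm. Evaluation: normalized % inhibition.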
CendR NRP1 mod: modulators of CendR peptide binding to human neuropilin-1; inhibition, % at 25 µM; FAM-RPARPAR peptide binding to NRP-1, fluorescence polarization; 360,000 compounds, 0.85% hits;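 active means inhibition or corrected inhibition above about 18%, plus a signal ratio from 0.5 to 1.5, limit read from the data, passing the limit was not always enough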; further: strong numbers were not always called active
SKN-1 inh: C. elegans SKN-1 inhibition; C. elegans VP596 Pgst-4::GFP/RFP ratio, acrylamide-induced, 24 h; 360,000 compounds, 0.49% hits; AID 624304; inhibition, % at 21.8 µM;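 active means interference check ratio from 0.5 to 1.5 plus GFP to RFP signal ratio inhibition reaching or exceeding a fixed threshold, cut at about 30% in these data, passing the limit was not always enough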; further: some compounds called inactive have numbers as strong as hits
MT1-MMP act inh: inhibitors of human MT1-MMP activation. P50281. HT1080 RFP-PRO-GFP cells, GFP/RFP ratio fluorescence, overnight; percent of plate control window, DMSO zero. GFP/RFP ratio change, % at 20 µM. 360,000 compounds, 0.061% hits. AID 651647;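 active means GFP/RFP ratio change of at least 30% with cell ATP level not reduced by more than half and red fluorescence within 50% of control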; further: strong numbers were not always called active
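Assay system – RFP-PRO-GFP reporter HT1080 cells · Compound dosing – single dose of 20 µM compound, 1% DMSO final · Incubation – overnight compound exposure at 37 °C · Measure – GFP/RFP fluorescence ratio · Benchmarks – DMSO wells and RFP-L50D-GFP cells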
DNMT1 block: inhibitors of human DNMT1. inhibition (reported as % activation of signal), % at 10 µM. AID 588458. DNMT1 molecular beacon, Hinp1I cleavage, fluorescence. P26358. 360,000 compounds, 0.83% hits; in the data active means inhibition above about 50%
Target sequence (P26358 504-1616 limits assumed): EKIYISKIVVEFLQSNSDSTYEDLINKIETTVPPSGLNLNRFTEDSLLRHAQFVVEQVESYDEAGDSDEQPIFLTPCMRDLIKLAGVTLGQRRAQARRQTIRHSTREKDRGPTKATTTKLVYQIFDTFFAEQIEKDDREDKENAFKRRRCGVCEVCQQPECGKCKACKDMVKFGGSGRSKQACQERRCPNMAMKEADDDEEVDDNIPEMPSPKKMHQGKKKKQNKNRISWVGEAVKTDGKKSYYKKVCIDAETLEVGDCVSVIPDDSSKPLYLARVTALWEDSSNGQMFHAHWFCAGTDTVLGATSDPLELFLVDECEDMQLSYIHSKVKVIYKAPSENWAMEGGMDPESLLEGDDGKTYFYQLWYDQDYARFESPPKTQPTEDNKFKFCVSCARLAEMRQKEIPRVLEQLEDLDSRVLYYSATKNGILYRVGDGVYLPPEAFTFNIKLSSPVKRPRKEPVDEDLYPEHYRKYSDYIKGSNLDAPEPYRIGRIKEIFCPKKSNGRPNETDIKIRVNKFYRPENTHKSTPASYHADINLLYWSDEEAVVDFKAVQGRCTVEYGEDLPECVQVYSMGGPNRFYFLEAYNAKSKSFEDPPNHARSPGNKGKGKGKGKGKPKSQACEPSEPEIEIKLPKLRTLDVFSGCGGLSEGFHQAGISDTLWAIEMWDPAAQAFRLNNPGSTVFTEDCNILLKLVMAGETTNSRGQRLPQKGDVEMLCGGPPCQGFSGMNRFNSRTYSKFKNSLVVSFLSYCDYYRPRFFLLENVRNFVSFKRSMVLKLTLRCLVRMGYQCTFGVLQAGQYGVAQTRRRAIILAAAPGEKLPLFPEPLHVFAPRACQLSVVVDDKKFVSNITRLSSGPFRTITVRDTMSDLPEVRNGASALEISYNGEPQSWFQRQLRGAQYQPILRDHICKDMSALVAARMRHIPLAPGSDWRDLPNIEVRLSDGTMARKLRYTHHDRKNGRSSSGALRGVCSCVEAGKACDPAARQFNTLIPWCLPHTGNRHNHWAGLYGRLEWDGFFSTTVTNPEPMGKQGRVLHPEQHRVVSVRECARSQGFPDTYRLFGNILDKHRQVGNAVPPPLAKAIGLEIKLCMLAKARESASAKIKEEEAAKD
LMPTP inh: blocks human LMPTP phosphatase; P24666; inhibition, % at 20 µM; recombinant LMPTP-A, OMFP fluorogenic substrate, fluorescence intensity; 360,000 compounds, 0.22% hits;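 active means compounds that cut the enzyme signal by at least half of the control window in the single-dose screen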;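 further: plate controls were DMSO wells with enzyme plus substrate for no effect and substrate without enzyme for full effect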
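Test system – LMPTP-A enzyme · Amount – LMPTP-A at 0.625 nM final in the reaction · Buffer or medium – Bis-Tris pH 6.0, DTT, detergent · Reagent – OMFP 400 µM · Doses – single 20 µM dose · Schedule – reaction 50 min, room temperature, dark · Detection – fluorescence intensity of OMFP turnover product · Evaluation – percent inhibition versus substrate-only and uninhibited controls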
The depositor's hits bear a star; i = inactive; / = not tested or not shown. Hits appear at their usual frequency; overall some 3.9% were active at least once.

SMILES	Rpn11 inh	Scp1 inh	NadD inh	SUMO1-SIM PPI	STEP block	CendR NRP1 mod	SKN-1 inh	MT1-MMP act inh	DNMT1 block	LMPTP inh
CC(C)[C@H](CO)Nc1nc(NCc2ccc(S(N)(=O)=O)cc2)c2ncn(C(C)C)c2n1	i	-7	2	-7	-2	-4	13	-10	-1	-1.3
CCCCSc1nnc(CCC)n1N	i	-5	2	-3	1	-11	-9	5	-1	-0.8
Cc1oc(/N=C/c2ccc(F)cc2)c(C#N)c1C	i	-8	0	-11	2	-1	16	-10	0	0.7
Cc1ccc(S(=O)(=O)N2C[C@H]3n4c(=O)ccc(=O)n4C[C@H](OC(=O)NC4CC4)[C@@]3(O)C2)cc1	i	/	0	2	4	0	-7	-2	5	-1.5
COc1cccc(C(=O)N2CCN(Cc3ccccc3C(F)(F)F)CC2)c1	i	-9	-5	3	-7	6	-6	-2	0	-0.2
CCSc1nnc(NC(=O)Cc2ccc(OC)cc2)s1	i	-3	1	-3	1	-1	9	0	1	-1.0
O=C(COC(=O)CCc1ccc(S(=O)(=O)N2CCOCC2)cc1)NCc1ccc(Cl)cc1	i	-11	-8	1	0	8	5	-1	-1	1.2
O=C1C=C(NCCN2CCOCC2)CC(c2ccccc2)C1 (configuration not stated)	i	-9	-1	2	2	-7	4	0	2	-4.4
CCOc1ccc(NC(=S)C(C#N)=C2N(C)c3ccccc3N2C)cc1	i	2	4	-1	4	7	-4	0	-3	-0.1
CCOC(=O)C1CCCN(Cc2cn(C)nc2-c2ccc3c(c2)OCCO3)C1 (configuration not stated)	i	-2	-6	22	-2	-4	-9	-2	-2	-0.1
CC(C)N=C(NC#N)SCC(=O)NC(C)(C)C	i	-2	0	-3	5	-3	10	1	-1	-1.5
Cc1cccc(C)c1NC(=O)CSc1nnc(-c2ccncc2)n1Cc1ccco1	i	3	1	1	6	3	3	-4	1	-2.0
COc1cn(-c2ccccc2)nc1C(=O)Nc1ccc(C)cc1	i	-3	-10	7	-1	6	16	-6	1	0.6
O=C(O)c1ccc(Nc2nc(-c3ccc([N+](=O)[O-])cc3)nc3ccccc23)cc1	i	82*	9	-4	89*	-24	4	-5	-4	63*
CCC(C)CN1C(=O)CN(S(C)(=O)=O)CC1(C)C(=O)NCc1ccccc1 (configuration not stated)	/	/	/	-2	/	10	11	2	/	-0.6
COC(=O)c1c(NC(=O)C2CCCCC2C(=O)O)sc2c1CCCCC2 (configuration not stated)	i	-4	6	3	3	-4	3	3	18	1.5
O=c1c(F)cn(C2CCCO2)c(=O)n1Cc1ccc(Cl)cc1 (configuration not stated)	i	-6	4	-2	-1	3	8	2	1	-1.7
CC1CCCC(NC(=O)CNC(=S)N(Cc2ccccc2)Cc2cccs2)C1C (configuration not stated)	i	-5	-7	1	-1	-4	16	-7	-3	1.8
CC(C)(C)OC(=O)N/N=C/c1ccc(N2CCOCC2)s1	/	-3	-1	-18	-2	-93	11	-4	-1	-3.3
COC(=O)c1ccccc1NC(=O)NCC1CCCO1 (configuration not stated)	i	-9	3	-2	2	11	-5	4	3	-0.7

An excerpt of these results, in CSV form:
Compound,Rpn11 inh,Scp1 inh,NadD inh,SUMO1-SIM PPI,STEP block,CendR NRP1 mod,SKN-1 inh,MT1-MMP act inh,DNMT1 block,LMPTP inh
Cc1oc(/N=C/c2ccc(F)cc2)c(C#N)c1C,i,-8,0,-11,2,-1,16,-10,0,0.7
CC(C)(C)OC(=O)N/N=C/c1ccc(N2CCOCC2)s1,/,-3,-1,-18,-2,-93,11,-4,-1,-3.3
O=c1c(F)cn(C2CCCO2)c(=O)n1Cc1ccc(Cl)cc1 (configuration not stated),i,-6,4,-2,-1,3,8,2,1,-1.7
CC(C)[C@H](CO)Nc1nc(NCc2ccc(S(N)(=O)=O)cc2)c2ncn(C(C)C)c2n1,i,-7,2,-7,-2,-4,13,-10,-1,-1.3
CCOC(=O)C1CCCN(Cc2cn(C)nc2-c2ccc3c(c2)OCCO3)C1 (configuration not stated),i,-2,-6,22,-2,-4,-9,-2,-2,-0.1
COc1cn(-c2ccccc2)nc1C(=O)Nc1ccc(C)cc1,i,-3,-10,7,-1,6,16,-6,1,0.6

Additional entries:
SMILES	Rpn11 inh	Scp1 inh	NadD inh	SUMO1-SIM PPI	STEP block	CendR NRP1 mod	SKN-1 inh	MT1-MMP act inh	DNMT1 block	LMPTP inh
CCC(=O)Nc1ccccc1N1CCN(c2ccc(F)cc2)CC1	i	3	-4	1	-3	0	0	0	-1	-0.4
Cc1cc(NCCCN2CCOCC2)n2nc(C)c(-c3ccccc3)c2n1	i	17	-7	5	-1	21	16	0	4	1.3
COc1cc(-n2ccnc2SC)c(Cl)cc1Cl	i	-2	-2	-2	-2	11	-4	6	-2	-0.2
O=C(O)/C=C/C(=O)NCCC(c1ccccc1)c1ccccc1	i	1	-2	0	-1	0	-9	-6	0	-2.1
COc1ccc(C(=O)N2CCC(O)(c3ccc(F)cc3)CC2)cc1OC	i	5	1	-1	-2	6	-7	-6	3	-0.5
COc1cc(/C=C2/C(=O)NN(c3cccc(Cl)c3)C2=O)cc(OC)c1O	/	13	-2	-25	4	-209	10	-1	-3	1.0
C[C@H](CO)N1C[C@H](C)[C@H](CN(C)C(=O)CCC(F)(F)F)OCc2cnnn2CCCC1=O	i	/	-9	3	0	2	5	0	5	-1.8
Cc1ncc(CSc2nnnn2-c2ccccc2)c(N)n1	i	-2	-5	-1	-2	5	8	2	-2	2.5
COc1ccccc1CNCCS(=O)(=O)NCc1ccccc1OC	i	-5	-4	7	-1	6	-3	2	1	-1.4
O=C(CCCCCn1c(=S)[nH]c2ccc(N3CCOCC3)cc2c1=O)NCCc1ccccc1	i	6	-1	4	-1	4	4	2	-2	0.0
CCOc1ccc(N(CC(=O)Nc2ccc(Cl)cc2)S(C)(=O)=O)cc1	i	/	-2	2	-3	-1	4	4	-6	-0.3
CC(Oc1cc2oc(=O)cc(-c3ccccc3)c2cc1Cl)C(=O)NCC1CCC(C(=O)O)CC1 (configuration not stated)	i	-4	5	-12	2	-10	4	3	1	-0.9
COc1cccc(NC(=O)Nc2nnc(CC(=O)NCc3ccccc3)s2)c1	i	1	-8	-2	0	-4	-3	-4	4	-1.3
O=C(c1ccccc1)N1CCCCC(S(=O)(=O)c2ccccc2)C1=O (configuration not stated)	i	-7	-2	2	-2	-1	3	0	0	-0.5
CCNC(=O)c1cccc(NC(=O)C2CC(=O)N(CCc3ccccc3)C2)c1 (configuration not stated)	i	5	4	0	-1	-5	4	5	-1	0.3
CC(OC(=O)c1ccc(-n2cnnn2)cc1)C(=O)N(C)c1ccccc1 (configuration not stated)	i	-4	-1	-1	1	1	16	-1	0	-0.7
CC(OC(=O)C1CCN(S(=O)(=O)c2ccc3c(c2)OCCO3)CC1)C(=O)N(C)c1ccccc1 (configuration not stated)	i	-11	-2	3	3	-2	5	-2	-3	0.6
Cc1cccc(NC(=O)c2nc[nH]c2C(=O)N2CCc3ccccc3C2)c1	i	-3	-1	6	1	-1	4	1	-5	1.8
O=C(/C=C/c1ccc(F)cc1)NC(=S)NNC(=O)c1cccnc1	i	-7	7	3	1	-6	-2	3	0	-1.1
O=C(CSc1nnc(-c2cccs2)n1-c1ccccc1)NCc1ccco1	i	-3	-1	1	1	9	-26	8	4	0.0

Structures listed so far printed as active in Scp1 inh:
structure,Rpn11 inh,Scp1 inh,NadD inh,SUMO1-SIM PPI,CendR NRP1 mod,SKN-1 inh,MT1-MMP act inh,DNMT1 block,LMPTP inh
O=C(O)c1ccc(Nc2nc(-c3ccc([N+](=O)[O-])cc3)nc3ccccc23)cc1,i,82*,9,-4,-24,4,-5,-4,63*

Single entries from the list.
Value of `COc1cc(/C=C2/C(=O)NN(c3cccc(Cl)c3)C2=O)cc(OC)c1O` in SKN-1 inh: 10
Value of `CCOc1ccc(N(CC(=O)Nc2ccc(Cl)cc2)S(C)(=O)=O)cc1` in DNMT1 block: -6
Value of `O=C(CCCCCn1c(=S)[nH]c2ccc(N3CCOCC3)cc2c1=O)NCCc1ccccc1` in CendR NRP1 mod: 4
Value of `CC(OC(=O)c1ccc(-n2cnnn2)cc1)C(=O)N(C)c1ccccc1` (configuration not stated) in DNMT1 block: 0

New compounds follow.
SMILES	Rpn11 inh	Scp1 inh	NadD inh	SUMO1-SIM PPI	STEP block	CendR NRP1 mod	SKN-1 inh	MT1-MMP act inh	DNMT1 block	LMPTP inh
C=CCn1c(SCC(=O)N(C)c2c(N)n(Cc3ccccc3)c(=O)[nH]c2=O)nnc1-c1ccccc1OC	i	1	4	0	-1	-3	18	/	-1	0.7
NC(=O)Nc1ccc(C(=O)OCC(=O)NC2CCCCC2)cc1	i	-8	-1	1	-1	3	-3	0	-1	-0.4
CCC(=O)c1ccccc1OCCCN1C(=O)NC(C)(C)C1=O	i	2	-3	0	-3	2	-12	3	4	0.6
C[C@@H]1ON(C)[C@H]2C[C@H]3c4[nH]c5ccc(-c6ccc7c(c6)OCO7)cc5c4CCN3C[C@@H]12	i	/	8	0	0	-7	0	-5	-34	1.0
CC(=O)C1=C(C)NC(=O)CC1c1ccccc1Cl (configuration not stated)	i	-3	0	1	0	16	2	-1	0	-1.1
Cc1cn([C@H]2C[C@H](O)[C@@H](/C=C/C(=O)N3CCN(Cc4ccc(F)cc4)CC3)O2)c(=O)[nH]c1=O	i	/	-5	1	-2	0	4	0	4	-0.9
Clc1ccc(Sc2cc(Cl)c(-c3ccccc3)nn2)cc1	i	-5	7	-5	4	13	21	3	0	2.7
CN(CC1COc2ccccc2O1)C(=O)CSc1nncs1 (configuration not stated)	i	-15	-3	-1	0	12	0	4	2	-1.0
COc1ccc(N2CCN(C(=O)C(=O)c3cccc([N+](=O)[O-])c3)CC2)cc1	/	/	/	-23	/	7	-12	1	/	-0.5
CC1=C(C(=O)Nc2ccc(C(=O)NCCCN3CCCCC3)cc2)SCCO1	i	-9	-7	-8	-4	10	18	2	-1	0.6
COc1ccc(CN(Cc2cccn2C)S(=O)(=O)c2ccc(F)cc2)cc1	i	-7	-3	6	2	1	12	-2	-1	1.8
Cc1ccccc1CN1CCN(CC(=O)NCc2ccco2)C1=O	i	-3	10	2	-4	-10	-8	-2	-1	-2.3
C=CCSc1nnc(C)c(/C=C/Nc2ccc(Cl)cc2)n1	/	-3	7	-6	3	-80	22	-24	6	0.9
CCn1c(SCC(=O)Nc2cc(C(C)(C)C)nn2-c2ccccc2)nnc1-c1cccs1	i	5	0	3	-1	4	-9	-1	3	0.4

From PubChem
